PDI inh = inhibitors of human PDI, primary screen, biochemical, turbidity, single point, plate reader. Protein disulfide-isomerase (Homo sapiens), P07237. 0.052% of 350,000 active. inhibition, % at 10 µM. PDI insulin aggregation turbidity, A650, 90 min. AID 588391, 2011;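 active = mean inhibition across replicates of 30% or more, whatever share of single replicates reach that level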;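 note: absorbance from insulin aggregation driven by PDI reduction with DTT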
H9c2 protect = cardioprotection against H2O2-induced cell death, primary screen, uHTS, H9c2 cells, ATPLite luminescence. H9c2 cardiomyocytes, H2O2 injury protection, 2 h. protection from H2O2 cell death, % at 20 µM. 0.63% of 360,000 active. AID 588492, 2011;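 active = compounds giving at least 50% protection of heart cells from peroxide-induced death in the single-dose screen, raw or plate-pattern-corrected value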;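 note: 0% = DMSO wells with peroxide and 100% = DMSO wells without peroxide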
MC4R antagonist = MC4R antagonists of cAMP signaling, primary screen, cell-based, TR-FRET, antagonist arm of biased-ligand search; Melanocortin receptor 4 (Homo sapiens), P32245; MC4R-expressing cells, MTII-stimulated cAMP, LANCE TR-FRET; inhibition, % at 6.5 µM; 0.48% of 360,000 active; AID 540295, 2011;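 active = inhibition above its plate's cutoff, the mean of tested wells on that plate plus 3 SD, cut at about 29% in these data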;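 note: 0% = Melanotan II alone and 100% = Melanotan II plus saturating MCL0020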
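system = U2OS cells with stable human MC4R expression | also added = Melanotan II challenge after compound preincubation | dosing = one concentration, 6.5 µM nominal | incubation = compound 30 min, challenge 1 h, detection 1 h | measured by = TR-FRET with Eu-cAMP and labeled anti-cAMP, 671 nm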
MC4R barr agon = MC4R agonists recruiting beta-arrestin, primary screen, cell-based, luminescence, agonist arm of biased-ligand search; Melanocortin receptor 4 (Homo sapiens), P32245; U2OS MC4R beta-arrestin complementation; percent of melanotan II response, DMSO zero; activation, % at 8.9 µM; 0.98% of 360,000 active;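 active = activation above a per-plate cutoff, the mean activation of sample wells on that plate plus 3 SD, cut at about 8% in these data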
aDG glyco act = activators of alpha-DG glycosylation, primary screen, uHTS, Pro5-aDG cells, AlphaScreen | activation, % at 10 µM | 0.22% of 360,000 active | AID 624168, 2012 | alpha-DG glycosylation AlphaScreen (IIH6); 0% Pro5, 100% B10-LARGE cell signal;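 active = activation of at least 8% versus controls, or a plate z-score of at least 8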;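 note: Pro5 are CHO cells carrying HIG-tagged alpha-DG that lacks glycosylation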
CaV13 ICDI inh = Disruptors of the CACNA1D IQ motif to Ca2+-dependent inactivation inhibitor domain association, primary screening, Förster resonance energy transfer in intact living …; AID 743397; 0.098% of 340,000 active; HEK cells, CFP/YFP FRET ICDI-IQ, plate reader, 10 min; percent FRET-ratio fall versus neutral wells; inhibition, % at 12.3 µM;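 active = mean replicate inhibition of at least 30% and at least 1% of replicates passing that level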;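 note: 0% = median of the neutral control wells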
m5-HT2A agonist = mouse Htr2a agonists via beta-arrestin recruitment, primary screen, cell-based, luminescence; AID 624169, 2012; CHO-K1 mHTR2A beta-arrestin complementation; percent of 30 µM serotonin response; 0.66% of 360,000 active; activation, % at 7.6 µM;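 active = activation above a run cutoff, the mean activation of all tested compounds plus 3 SD, cut at about 14% in these data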;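 note: 0% = plate median of compound wells and 100% = 30 µM serotonin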
N-glyco inh = increase of ERlucT glycosylation luciferase signal, primary screen, N-linked glycosylation inhibitor project, D54 ERlucT cells, luminescence, set 2 | D54 ERlucT glycosylation luciferase reporter, 24 h; percent of 100 nM tunicamycin response | reporter increase, % at 12.5 µM | 0.23% of 360,000 active;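 active = mean luciferase reporter signal, scaled so untreated is 0 and the glycosylation-blocking control 100, at or above a set limit in every replicate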;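 note: luciferase carries N-glycosylation sites so blocking glycosylation raises the light; 0% = median of neutral control wells and 100% = median of 100 nM tunicamycin wells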
Vif inh = HIV Vif self-association inhibitors, primary screen, imaging, HEK293T, single point; HEK293T cells, Vif self-association by quenched fluorescence, 24 h; inhibition, % at 7.49 µM; 0.35% of 340,000 active; AID 602346, 2012; in the data active = inhibition above about 50%, passing the limit was not always enough; note: some results filed as inactive read as strong as hits
ABCB6 inh MLPCN = ABCB6 transporter inhibitors, primary screen, K562-ABCB6 cells, flow cytometry, MLPCN library; ATP-binding cassette sub-family B member 6 (Homo sapiens), Q9NP58; K562-ABCB6 porphyrin accumulation, 1 h; hits give low values; fluorescence ratio to DMSO, % at 10 µM; 0.19% of 360,000 active;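 active = fluorescence ratio to DMSO below 75%, the collection mean minus 3 SD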;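 note: signal is porphyrin accumulated inside mitochondria; 100% equals median channel fluorescence of DMSO control wells; lower ratio means ABCB6 inhibition with less porphyrin fluorescence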
Target sequence (Q9NP58 whole entry, looked up): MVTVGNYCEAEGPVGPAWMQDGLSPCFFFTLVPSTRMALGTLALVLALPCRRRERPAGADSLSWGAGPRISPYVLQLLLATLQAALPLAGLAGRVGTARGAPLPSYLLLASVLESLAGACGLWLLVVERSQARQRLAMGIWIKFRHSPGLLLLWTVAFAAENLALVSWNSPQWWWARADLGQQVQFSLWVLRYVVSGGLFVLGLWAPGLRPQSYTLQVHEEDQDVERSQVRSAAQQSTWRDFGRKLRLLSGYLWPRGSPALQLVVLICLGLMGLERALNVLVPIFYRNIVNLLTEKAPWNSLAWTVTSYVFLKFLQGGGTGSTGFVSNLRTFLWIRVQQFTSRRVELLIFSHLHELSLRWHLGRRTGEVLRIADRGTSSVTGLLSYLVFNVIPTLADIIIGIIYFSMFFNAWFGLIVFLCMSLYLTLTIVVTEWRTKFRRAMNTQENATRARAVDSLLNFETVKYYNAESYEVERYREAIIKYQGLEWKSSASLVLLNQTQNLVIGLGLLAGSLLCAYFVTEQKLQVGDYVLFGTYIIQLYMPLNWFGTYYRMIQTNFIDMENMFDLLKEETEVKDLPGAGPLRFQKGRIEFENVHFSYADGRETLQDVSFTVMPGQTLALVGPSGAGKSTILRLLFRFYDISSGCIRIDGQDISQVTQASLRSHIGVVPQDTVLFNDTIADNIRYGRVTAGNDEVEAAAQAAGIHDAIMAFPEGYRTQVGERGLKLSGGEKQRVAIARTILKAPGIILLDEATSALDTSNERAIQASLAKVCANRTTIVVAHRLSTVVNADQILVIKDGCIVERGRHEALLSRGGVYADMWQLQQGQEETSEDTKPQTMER
The depositor's hits bear a star; / = not tested or not shown. An unsorted share of the library; overall some 3.6% were active at least once.

A first look (3 entries):
Below each compound: PDI inh	H9c2 protect	MC4R antagonist	MC4R barr agon	aDG glyco act	CaV13 ICDI inh	m5-HT2A agonist	N-glyco inh	Vif inh	ABCB6 inh MLPCN
1. O=C(c1ccc(F)cc1)N1CCCCC(Sc2nnnn2-c2ccccc2)C1=O (stereo not drawn)
  6	0	-1	-1.1	0.1	/	7	-1	-1	98
2. COc1ccccc1CNC(=O)c1ccccc1SCC(=O)NCc1ccco1
  -1	1	4	-3.0	0.0	-5	1	0	-15	96
3. O=C(Nc1ncnc2sc3c(c12)CCC3)c1ccco1
  7	6	-4	0.4	-0.1	-7	10	-1	-2	104

Main list, previewed entries included:
Below each compound: PDI inh	H9c2 protect	MC4R antagonist	MC4R barr agon	aDG glyco act	CaV13 ICDI inh	m5-HT2A agonist	N-glyco inh	Vif inh	ABCB6 inh MLPCN
1. O=C(c1ccc(F)cc1)N1CCCCC(Sc2nnnn2-c2ccccc2)C1=O (stereo not drawn)
  6	0	-1	-1.1	0.1	/	7	-1	-1	98
2. COc1ccccc1CNC(=O)c1ccccc1SCC(=O)NCc1ccco1
  -1	1	4	-3.0	0.0	-5	1	0	-15	96
3. O=C(Nc1ncnc2sc3c(c12)CCC3)c1ccco1
  7	6	-4	0.4	-0.1	-7	10	-1	-2	104
4. Cc1cc(Br)ccc1NC(=O)CN(C)C(=O)CNC(=O)Cc1ccccc1
  -8	5	-4	-1.0	2.0	0	4	2	0	99
5. Cc1ccc(NC(=O)c2ccc(NCc3ccco3)c([N+](=O)[O-])c2)cc1Cl
  20	0	3	11*	-0.3	-4	-1	-5	82*	97
6. CN(CCc1ccccn1)Cc1ccc(Cl)c(Cl)c1
  -5	1	9	0.8	0.0	-19	-2	-1	-2	99
7. O=C(NCc1ccccn1)c1ccc(OC2CCN(Cc3ccccc3O)CC2)cc1
  9	6	3	-0.7	0.4	-6	1	-3	-4	86
8. CCC(CC)C(=O)c1c[nH]c(C(=O)N2CCN(c3ccc(OC)cc3)CC2)c1
  -3	6	10	-0.3	-0.1	3	2	1	-1	99
9. CCC(c1nnc(SCC(=O)Nc2nnc(-c3ccccc3)o2)o1)N(C)C (stereo not drawn)
  -1	9	5	-0.3	0.0	-5	-5	0	4	94
10. CCOc1ccc(C(C)=O)cc1COC(=O)C(C)N=C1NS(=O)(=O)c2ccccc21 (stereo not drawn)
  -23	-4	10	-0.8	0.0	-5	0	1	15	99
11. CCCCCCN1C[C@H](n2cc(C3CC3)nn2)[C@@H](O)C[C@@H]1c1ccc(Cl)cc1
  13	1	4	0.4	-0.2	-6	0	0	-4	99
12. COc1cc(CNC(=O)OC2CC3CC2[C@H]2CCCCN2C3=O)cc(OC)c1 (stereo partly drawn)
  /	/	/	/	-0.2	-6	-1	/	/	98
13. CC(OC(=O)c1ccc2c(=O)n3c(nc2c1)CCC3)C(N)=O (stereo not drawn)
  23	0	-3	-1.7	0.0	-7	-2	1	1	97
14. Cc1cc(C)cc(NC(=O)CSc2nccn2Cc2ccco2)c1
  18	-3	11	-0.8	0.4	/	-8	1	-1	95
15. Cc1c(C(=O)NCC2COc3ccccc3O2)oc2ccc(S(=O)(=O)N(C)C3CCCCC3)cc12 (stereo not drawn)
  14	7	18	3.7	1.0	-9	5	-11	-23	100
16. O=C(Nc1cccnc1)c1cc(-c2cccnc2)nc2ccc(Br)cc12
  -1	47	16	1.8	-0.2	-7	1	7	-6	106
17. COc1ccc(Cl)cc1N(C(C)C(=O)NC1CCCC1)S(C)(=O)=O (stereo not drawn)
  14	8	-6	-1.6	0.1	-4	2	0	-3	100
18. CC1(c2nnnn2Cc2ccccc2)CCC(=O)N1CCc1ccc(O)cc1 (stereo not drawn)
  /	/	/	/	0.1	-9	6	/	/	98
19. Cc1nc2ccc(N=NN(C)C)cc2[nH]1
  7	10	-2	-0.9	0.0	-20	4	1	-15	103
20. Cc1ccc(/C=N/NC(=O)c2ccncc2)o1
  2	-4	-3	3.4	-0.1	-5	1	2	2	100
21. O=C(O)c1ccccc1C(=O)N1CC=C(c2ccccc2)CC1
  1	-9	11	1.2	0.4	-5	4	-1	10	105
22. Cc1ccc(S(=O)(=O)Nc2ccc(C(=O)N3CCCC3)cc2)c(C)c1NS(C)(=O)=O
  6	1	16	0.2	0.0	-4	0	3	-3	100
23. O=C(NCc1cc2ccccc2[nH]1)C1CCC(=O)N(CC2CCCCC2)C1 (stereo not drawn)
  6	-6	2	2.4	-0.4	-10	-5	1	/	103
24. O=C(O)c1cc(-c2ccc(N3CCOCC3)cc2)nn1-c1ccc(F)cc1F
  -8	2	1	-1.9	-0.2	-2	1	-1	-4	100
25. O=C(CN1CCC(NC(=O)c2ccccc2)CC1)NCc1ccccc1F
  -1	3	-2	0.7	0.0	-6	-2	-1	-11	98
26. O=C(NC1CCCC1)C1CC(O)CN1C(=O)Nc1ccccc1 (stereo not drawn)
  2	6	10	-1.0	0.0	-2	-10	1	2	99
27. CN(c1ccccc1)S(=O)(=O)c1ccc(C(=O)NCc2ccco2)cc1
  4	0	0	-2.1	0.2	-6	-9	1	-8	91
28. O=C(N/N=C/C(Br)=C\c1ccccc1)c1n[nH]c2c1CCC2
  -1	4	-27	-0.6	-0.4	-8	-5	18	33	106
29. CN(CC(=O)Nc1ccc(Cl)cc1)c1ccc(S(=O)(=O)N2CCCCC2)cc1[N+](=O)[O-]
  -9	-12	18	0.3	0.8	-5	-5	-7	1	101
30. O=C(NCc1ccc2c(c1)OCO2)c1ccc(Cl)c(S(=O)(=O)NCc2ccccc2)c1
  8	2	13	-0.9	0.2	-6	-5	-3	-6	101
31. Cc1cc(C)cc(OCC(=O)Nc2ccc(N3CCCC3)cc2)c1
  1	1	7	0.4	-0.7	/	-5	-1	-1	100
32. CCc1cccc(NC(=O)Cn2c(-c3ccccc3)cc(C(C)=O)c2C)c1
  -8	-8	15	6.5	0.4	-5	0	1	-4	111
33. O=[N+]([O-])c1ccc(Cl)cc1N1CCOCC1
  6	0	4	0.1	0.5	-2	6	2	9	98
34. COCCCNC(=O)Cc1c(C)c2cc3c(cc2oc1=O)OC(C)(C)CC3
  9	3	6	-1.9	0.0	-2	3	1	1	98
35. COc1ccc(C(=O)NCc2oc(-c3ccccc3)cc2C(=O)O)cc1
  0	-1	4	-1.3	-0.1	/	-1	0	61*	93
36. CC(C)c1ccc(NC2CCCN(C(=O)c3ccsc3)C2)cc1 (stereo not drawn)
  8	-6	16	-2.4	1.5	-5	-5	-1	-7	95
37. O=c1cc(C(F)(F)F)nc(SCc2cccc3ccccc23)[nH]1
  1	-2	-3	1.3	0.1	-7	18*	2	-3	101
38. CCOCCCNS(=O)(=O)c1cc(Br)cc2c1N(C(=O)C1CC1)CC2
  1	-3	1	1.6	0.0	/	4	0	1	98
39. CSc1ccc(CN2CCC(n3nccc3NC(=O)C3CCOC3)CC2)cc1 (stereo not drawn)
  9	-5	9	-2.0	0.0	-2	-3	-1	1	96
40. CN1CCN(CCN2CCn3c2nc2ccccc23)CC1
  8	-8	0	-0.3	0.0	/	-5	-3	11	98
41. CC(NC(=S)Nc1ccccc1Cl)C(c1cccs1)N1CCCC1 (stereo not drawn)
  18	0	10	-0.6	0.3	-5	1	-4	0	104
42. COc1ccc(-n2c(C)cc(C(=O)COc3ccc(-n4cnnn4)cc3)c2C)cc1
  -1	-20	-1	-0.6	-0.2	/	-5	-3	1	97
43. O=C(NC1CCCCCCC1)c1ccccc1-c1ccccc1
  -3	-5	3	-2.1	0.4	-5	3	-3	-7	100
44. CC(C)c1cccc(C(C)C)c1NC(=O)Cn1c(=O)cnc2ccccc21
  -11	0	2	0.5	-0.3	-4	4	1	16	101
45. c1ccc2nc3[nH]cnc3nc2c1
  2	2	11	-0.4	-0.1	/	1	0	-6	103
46. COc1ccc(NC(=S)Nc2ccc(OCc3ccccc3)cc2)cc1OC
  -11	6	4	0.7	0.4	/	-6	-2	-10	102
47. CCOC(=O)c1c(C)[nH]c(C(=O)CSc2nnc(CC(C)c3ccccc3)o2)c1C (stereo not drawn)
  1	-3	5	5.2	0.6	-5	4	0	-11	92
48. CCOC(=O)c1c(C)[nH]c(C(=O)COC(=O)[C@H](C)NC(=O)c2ccccc2Cl)c1C
  2	-2	9	-2.3	0.0	-5	-1	1	4	99
49. CS(=O)(=O)N(CC(=O)N1CCCCC1)Cc1ccccc1
  3	-6	9	-2.1	0.0	-2	0	2	-10	99
50. COc1ccc2c(CC(=O)NNC(=O)c3ccccc3F)coc2c1
  -5	1	-1	-0.6	-0.3	-4	2	0	2	98
51. Cn1c(SCC(=O)N2CCN(c3ccccc3)CC2)nnc1-c1cc2ccccc2o1
  -2	-1	-1	1.1	0.0	-4	-2	4	-5	85
52. COc1ccccc1NC(=O)CSc1nnc(CC(=O)Nc2cccc(C(F)(F)F)c2)n1C
  -9	-6	17	-0.7	0.1	-4	-2	1	-14	97
